# Screening data: PubChem BioAssay, National Center for Advancing Translational Sciences (NCATS)
# SMN2 splice enh = enhancers of SMN2 splice variant expression; HEK293 SMN2-luciferase splicing reporter, luminescence, 30-36 h; Potency, µM (titrated, usually from 46.1 µM), inactives show at the top dose activity change, positive = activation, most hits filed as activators; 2.8% of 210,000 active; AID 1458; also: % of control where 0% means no effect; nearly all actives have a fitted effect of over 55% in size
#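 qHTS luciferase splicing reporter: luminescence rises when SMN2 exon 7 is included in transfected HEK293 cells. Compound exposure lasted 30-36 h at 37C, with 4.5 mM final sodium butyrate as control, followed by a ONE-Glo read.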
# Lamin A splicing = LMNA splicing modulation | AID 1487 | HeLa LMNA splicing GFP/RFP minigene ratio, 48 h | 0.01% of 200,000 active | Potency, µM (top dose mostly 46.1 µM), for inactives: at the top dose ratio change, negative = inhibition, hits mostly inhibitors; active = well fitted inhibition curve with a large enough effect in the signal ratio, with a control signal flat, not every such curve was filed as active; inconclusive = small, poorly fitted or top-dose-only effect, or effect the other way, or a change in a side signal; the % refers to the signal ratio; also: % is scaled to controls: 0 for no effect and ±100 for the full control effect
#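 Read-out is the ratio of GFP to DsRed2 object intensity, acquired by 488 nm laser-scanning cytometry on HeLa lamin A-EGFP minigene reporter cells. Compound incubation 48 hrs at 37 °C in Opti-MEM with 2% FBS; DMSO 0.5% final.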
# KDM4E inh = inhibitors of human JMJD2E histone demethylase. B2RXH2. JMJD2E catalytic domain, FDH-coupled NADH fluorescence (FDH is formaldehyde dehydrogenase). Potency, µM (top dose mostly 57.1 µM), without a hit: top-dose activity change, negative = inhibition, usual class: inhibitors. 1.6% of 230,000 active. AID 2147; active = well fitted inhibition curve with a large enough effect, not every such curve was filed as active; inconclusive = small, poorly fitted or top-dose-only effect, or another doubt; inactive = no such curve, though single readings can be large or run the other way;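 also: 0% = wells with enzyme and -100% = buffer wells without enzyme; nearly all actives have a fitted effect of over 50% in size; many of its hits are not listed in these tables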
# RECQ1 inh = RECQ1 (human) helicase inhibition | P46063 | 0.54% of 240,000 active | Potency, µM (highest dose often 57.3 µM), for the others: top-dose activity, negative = inhibition, hits mostly inhibitors | RECQ1 DNA unwinding, red fluorescence kinetic read;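 also: plate controls were vehicle for no effect and no enzyme for full effect; nearly all actives have a fitted effect of over 30% in size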
#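 RECQ1T1 50 nM; forked duplex (20 bp + 30-nt ss tails) 200 nM, ATP 2 mM final; pH 8.0, 2 mM MgCl2, 2.5 ug/ml poly(dI-dC); 15 min compound preincubation; discontinuous kinetic read over 2 h at RT.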
# TRb SRC2 PPI = disrupts binding of human TR beta to SRC2; Potency, µM (titrated, usually from 106 µM), inactives show top-dose activity change, negative = inhibition, actives largely listed as inhibitors; TRbeta-SRC2 peptide binding, fluorescence polarization; receptor liganded with 1 µM T3; AID 1469; 0.065% of 280,000 active; P10828;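 also: plate controls were bound peptide for no effect and peptide without receptor for full effect; nearly all actives have a fitted effect of over 50% in size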
# Target sequence (P10828 whole entry, looked up): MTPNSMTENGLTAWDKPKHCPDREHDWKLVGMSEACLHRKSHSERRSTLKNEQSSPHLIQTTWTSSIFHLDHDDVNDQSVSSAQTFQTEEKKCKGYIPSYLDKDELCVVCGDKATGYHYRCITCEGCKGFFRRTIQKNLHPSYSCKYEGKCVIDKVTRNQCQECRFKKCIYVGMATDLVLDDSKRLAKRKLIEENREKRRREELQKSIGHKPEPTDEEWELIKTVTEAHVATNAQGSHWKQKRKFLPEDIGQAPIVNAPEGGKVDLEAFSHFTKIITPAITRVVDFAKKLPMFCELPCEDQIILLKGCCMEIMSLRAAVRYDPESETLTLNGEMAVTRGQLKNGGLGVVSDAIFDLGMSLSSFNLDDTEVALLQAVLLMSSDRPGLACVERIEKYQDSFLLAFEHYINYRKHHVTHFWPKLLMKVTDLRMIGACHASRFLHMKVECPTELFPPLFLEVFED
#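 Quantitative HTS by FP: 0.6 uM TRb LBD, 20 nM labeled SRC2 20-mer, 1 uM T3, 5% DMSO; 5 hr ambient incubation; % activity per concentration and potencies from concentration series.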
# RGS12 GoLoco inh = inhibitors of human Gai1-RGS12 GoLoco interaction (red fluorophore); Gai1:RGS12 GoLoco peptide FP, rhodamine, 10 min; Potency, µM (series often up to 61.6 µM), without a hit: at the highest dose activity, negative = inhibition, actives largely listed as inhibitors; 0.44% of 230,000 active; AID 880; active = well fitted inhibition curve with a large enough effect, not every such curve was filed as active; inactive = no such curve, though single readings can be large or run the other way; also: % is scaled to controls: 0 for no effect and ±100 for the full control effect; nearly all actives have a fitted effect of over 30% in size; many of its hits are not listed in these tables
# ALDH1A1 inh = ALDH1A1 (human) enzyme inhibition. Purified ALDH1A1, NADH fluorescence, propionaldehyde substrate. 7.3% of 220,000 active. AID 1030. Potency, µM (series often up to 75.3 µM), for the others: top-dose activity, negative = inhibition, hits mostly inhibitors; active = well fitted inhibition curve with a large enough effect, not every such curve was filed as active; inconclusive = small, poorly fitted or top-dose-only effect, or another doubt; inactive = no such curve, though single readings can be large or run the other way;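 also: plate controls were no enzyme wells and a reference inhibitor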
# Target sequence (P00352 whole entry, looked up): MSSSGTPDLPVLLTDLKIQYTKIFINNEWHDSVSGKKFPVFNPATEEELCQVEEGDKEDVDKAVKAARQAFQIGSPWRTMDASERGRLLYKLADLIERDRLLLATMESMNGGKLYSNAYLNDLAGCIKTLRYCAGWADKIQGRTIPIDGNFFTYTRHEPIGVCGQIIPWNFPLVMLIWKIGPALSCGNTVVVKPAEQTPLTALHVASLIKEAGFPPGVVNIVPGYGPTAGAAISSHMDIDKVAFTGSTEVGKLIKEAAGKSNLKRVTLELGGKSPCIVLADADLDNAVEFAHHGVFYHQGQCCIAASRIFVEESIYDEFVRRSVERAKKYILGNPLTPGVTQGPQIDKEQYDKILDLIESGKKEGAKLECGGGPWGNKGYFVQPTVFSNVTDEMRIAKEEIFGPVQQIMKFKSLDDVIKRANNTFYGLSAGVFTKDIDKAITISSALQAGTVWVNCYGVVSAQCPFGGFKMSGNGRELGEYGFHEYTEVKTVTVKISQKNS
# TR SRC2 fluor cs = Texas Red fluorescence interference in TRb-SRC2 counter-screen | Potency, µM (highest dose often 106 µM), without a hit: top-dose fluorescence change, negative = quenching | 0.29% of 280,000 active | TRb/SRC2 Texas Red total fluorescence interference; active = well fitted curve in either direction with a large enough effect; inconclusive = small, poorly fitted or top-dose-only effect; also: % is scaled to controls: 0 for no effect and ±100 for the full control effect
#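 Flags fluorescent or light-absorbing compounds by total fluorescence, S + 2P, at 555 nm excitation and 632 nm emission. Mixture: 20 nM Texas Red SRC2 peptide, 0.6 uM human TRb LBD, 1 uM T3, 5% DMSO; compound exposure 5 h at ambient temperature.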
# An asterisk follows results filed as active; i = inactive; ? = inconclusive; nt = not tested or not shown; & = joins results of further samples; [ ] = remark or other dose. Unless noted, calls follow the shape of the dose curve; as a rule, active = well fitted curve in the direction sought with a large enough effect; inconclusive = small, poorly fitted or top-dose-only effect, or another doubt; inactive = no such curve, though single readings can be large; an effect the other way counts as inactive or inconclusive. Potency is read from the fitted curve at half-maximal effect.
SMILES,SMN2 splice enh,Lamin A splicing,KDM4E inh,RECQ1 inh,TRb SRC2 PPI,RGS12 GoLoco inh,ALDH1A1 inh,TR SRC2 fluor cs
CCSc1nc2c(c(=O)[nH]1)C(c1ccncc1)C(C(=O)OC(C)C)=C(C)N2 (stereo not given),7%,-4%,-4%,i,-1%,-4%,-2%,3%
Cc1cc(C(=O)NCc2cccnc2)cs1,-12%,-1%,1%,5%,4%,2%,-7%,2%
CC1=NN(C(=O)c2cc(C)nn2C)C(O)(C(F)(F)F)C1 (stereo not given),-6%,?,5%,i,-5%,2%,-3%,-1%
Cc1nnc(-c2cnn(C)c2N)n1Cc1ccccc1,9%,4%,5%,-7%,2%,10%,-5%,-1%
COc1ccc(Br)cc1C1N2CC3(C)CN1CC(C)(C2)C3=O (stereo not given),-18%,-20%,4%,2%,8%,0%,?,2%
Cn1c2ccccc2c2cnn(CC(=O)Nc3ccccc3Br)c(=O)c21,nt,nt,?,-15%,9%,10%,nt,0%
COCCCNC(=S)N1CCCN(c2nc3cc(C)c(C)cc3cc2C#N)CC1,nt,?,?,i,6%,4%,?,-2%
O=[N+]([O-])c1ccc(Nc2nc(N/N=C/c3cccc(F)c3)nc(N3CCCC3)n2)cc1,-6%,?,1%,0%,-1%,9%,?,-1%
N#CC1=C(N)OC2=C(C(=O)CCC2)C1c1ccncc1 (stereo not given),9%,15%,0%,-10%,7%,-1%,-13%,3%
CCc1nnc(NC(=O)C2Cc3ccccc3C(=O)O2)s1 (stereo not given),-24%,-5%,7%,-3%,-5%,4%,-7%,-2%
CCCn1c(SCC(=O)Nc2cccc(NC(C)=O)c2)nnc1C(C)C,-16%,?,3%,i,-8%,2%,5%,1%
COc1cc(OC)c(-c2nn3c(-c4ccco4)nnc3s2)cc1OC,-9%,?,?,-4%,-5%,6%,?,-8%
CCOC(=O)/C(C(C)=O)=C1\OC(=O)c2ccccc21,11%,6%,-4%,-2%,-7%,-9%,-10%,-1%
COc1ccccc1N(CC(=O)Nc1cccnc1)S(C)(=O)=O,-15%,10%,5%,2%,-2%,2%,10%,-2%
O=C(COc1ncnc2ccccc12)N1CCN(c2ccccc2)CC1,6%,nt,2%,i,3%,-16%,-10%,-1%
CN1C(=O)S/C(=C/c2cccn2-c2cccc(C(=O)O)c2)C1=O,-17%,-5%[1.84 µM],-18%,1%,-3%,6%,-11%,-2%
CC1(C)OC2CC3C4CCC5=CC(=O)CCC5(C)C4(F)C(O)CC3(C)[C@]2(C(=O)CCl)O1 (stereo not given in full),-15%,nt,-1%,10%,8%,56%[activator],-2%,0%
O=C(CSC1=NC(=O)C(c2ccccc2)C(=O)N1)Nc1cccc(Cl)c1 (stereo not given),-6%,7%,0%,-4%,-1%,-4%,-9%,4%
Cc1cc(C)cc(C(=O)NCC(=O)OCC(=O)N2CCCCC2)c1,-5%,nt,-8%,-15%,-2%,4%,?,-4%
CCc1ccc(NC(=O)c2cc(-c3cccs3)on2)cc1,-8%&-6%,8%[46 µM],?,1%,?,6%,13%,?
O=C(NCCCN1CCCC1=O)c1cc(NS(=O)(=O)c2ccc(F)cc2)cc(NS(=O)(=O)c2ccc(F)cc2)c1,1%,7%,-4%,i,-28%,5%,2%,1%
Cn1cc(C(=O)N/N=C/c2cc(Br)cs2)c2ccccc21,nt,nt,?,-5%,2%,-9%,nt,-1%
OCCC1CN(Cc2cccn2-c2cccnc2)CCN1Cc1ccccc1 (stereo not given),nt,8%[46 µM],-4%,i,3%,9%,-1%,-8%
CCCn1nc2cc(C(=O)NCc3ccccc3OC)ccc2c1OCC,-10%,12%,?,3%,-18%,-2%,?,-4%
CCO/N=C(\N)c1[nH]ncc1Br,nt,nt,5%,-1%,2%,2%,19%,-2%
Cc1nc(N2CCOCC2)nc(Oc2ccccc2)c1[N+](=O)[O-],nt,nt,1%,-1%,-5%,-2%,nt,0%
COC(=O)c1c(N=CN(C)C)c(C#N)c2n1CCCC2,1%,0%,0%,-4%,3%,4%,?,0%
COCCCNC(=S)N(Cc1cccnc1)Cc1ccc(OC)c(OC)c1,5%,-10%,7%,-6%,-2%,11%,9%,0%
Cc1ccc(CNC(=S)Nc2cc(C)ccc2OC(F)F)cc1,-2%,nt,-8%,i,-1%,8%,-7%,-4%
C#C[C@@]1(OC(C)=O)CC[C@@H]2[C@@H]3CCC4=C[C@@H](OC(C)=O)CC[C@H]4[C@H]3CC[C@]21C,-18%[20.6 µM],?,-3%[25.5 µM],-6%[25.9 µM],4%[53 µM],-3%[21.6 µM],-17%[20.9 µM],-7%[53 µM]
CCCCN(C)Cc1c(C(=O)N2CCc3ccccc3C2)nc2ccc(Cl)cn12,nt,?,11%,-14%,-5%[53 µM],8%,?,-1%[53 µM]
CN(Cc1ccccc1)C(=S)Nc1ccc2nc3n(c(=O)c2c1)CCCCC3,-8%,-7%[46 µM],?,-7%,-8%,9%,0%,0%
Cc1cc(/C=N/n2cnnc2)c(C)n1-c1ccc(OCc2ccc(F)cc2)cc1,nt,?,-4%,-2%,-6%,13%,?,-4%
O=C(c1ccco1)N(Cc1ccc2c(c1)OCO2)Cc1cc2cc3c(cc2[nH]c1=O)OCO3,nt,nt,-29%,-15%,-6%,2%,nt,0%
CC(CS(=O)(=O)c1ccccc1[N+](=O)[O-])N1CCOCC1 (stereo not given),28%,nt,3%,-2%,-1%,3%,?,-2%
CCOC(=O)Cn1nc(-c2ccc(Cl)cc2)ccc1=O,12%,4%,5%,-8%,-9%,0%,14%,-3%
Cc1ccc(NC2CCCCC2NS(=O)(=O)c2ccc(Cl)cc2)cc1 (stereo not given),-10%,-12%,-5%,-6%,5%,0%,2%,1%
COCCCNCCCOc1ccc(Cl)cc1C(C)(C)C,-10%,?,0%,i,-10%,12%,-6%,-1%
COc1cc(OC)c(NC2c3ccccc3C(=O)N2c2cc(C)ccn2)cc1Cl (stereo not given),18%,-2%,2%,i,-1%,-3%,-3%,-4%
Cn1c(=O)n(Cc2ccccc2)c2ccccc21,18%,-8%,4%,i,-1%,6%,12%,0%
CC(=O)N1N=C(c2cccc([N+](=O)[O-])c2)OC1c1ccc(Br)cc1 (stereo not given),nt,nt,-2%,-7%,-5%,2%,nt,-2%
Cc1cccc(NC(=S)NCC2CCCO2)c1 (stereo not given),8%,-9%,4%,-9%,-6%,7%,-5%,-7%
COc1ccc2c(c1)C(=O)N(c1ccccc1)C(=O)C2,-9%,?,?,-8%,-3%,-5%,?,-5%
CCCCOc1ccc(C(NC(=O)OCC)NC(=O)OCC)cc1,-20%,1%,-2%,-18%,6%[53 µM],-10%,8%,0%[53 µM]
COc1cc2nc(CN3CCC(Cc4ccccc4)CC3)[nH]c(=O)c2cc1OC,4%,11%[9.22 µM],-8%,-3%,-5%,9%,11%,?
CC1(C)CC(O)C(C(O)c2cccc([N+](=O)[O-])c2)C(C)(C)N1 (stereo not given),0%,-11%,5%,4%,-5%,0%,0%,-2%
COc1cc2c(C#N)c(N3CCN(C)CC3)nc(N)c2c(N)n1,13%,-20%,?,14%,-8%,7%,?,-8%
N#CCCN(C(=O)CO/N=C/c1cccc([N+](=O)[O-])c1)c1ccccc1,7%,?,-1%,0%,-3%,-1%,25µM*,-1%
CSc1nnc(CNC(=O)C23CC4CC(CC(C4)C2)C3)n1Cc1ccccc1,2%,-1%,4%,-2%,-2%,-9%,-10%,7%
O=C1CN(CC(=O)NC(=O)NCc2ccccc2)CCN1,3%,6%,4%,3%,-5%,-4%,8%,0%
# Next part:
SMILES,SMN2 splice enh,Lamin A splicing,KDM4E inh,RECQ1 inh,TRb SRC2 PPI,RGS12 GoLoco inh,ALDH1A1 inh,TR SRC2 fluor cs
C=CCN1C=C/C(=C\C=C(C#N)C#N)c2ccccc21,-23%,-20%,1%,-10%,-7%,179%[activator],8%,-1%
COc1ccc(-c2c[n+]3c4n2CCCCC4=C(c2ccc(Br)cc2)C3)cc1,-10%,-6%,?,i,6%,129%[activator],?,2%
CCN(CC)CCNC(=O)c1ccc(Cl)c(S(=O)(=O)N2CCCCCC2)c1,-23%,1%,3%,1%,-2%,39%[activator],4%,2%
Cc1nn(CC(=O)NCCCN2CCOCC2)c(C)c1[N+](=O)[O-],-5%,-4%,-2%,7%,-7%,0%,16%,0%
CC(C)[C@H](NC(N)=O)C(=O)Nc1cccc([N+](=O)[O-])c1,26%,-2%[46 µM],0%,i,3%,5%,2%,1%
CN(C)C(=O)c1c(C(F)(F)F)nn(C)c1Cl,2%,2%[46 µM],-3%,-17%,-4%,-1%,1%,0%
COc1cnn(-c2ccc(C)cc2)c(=O)c1Br,?,nt,1%,4%,-4%,89%[activator],-15%,1%
CCOC(=O)C1=C(N)n2c(s/c(=C\c3ccco3)c2=O)=C(C(=O)OCC)C1c1ccco1 (stereo not given),0%,?,-26%,?,-2%,111%[activator],?,-4%
Cc1ccc2[nH]c3c(N4CCN(Cc5ccc6c(c5)OCO6)CC4)ncnc3c2c1,nt,?,-5%,-5%,1%,nt,-9%,-7%
C/C=C\C=C/C(=O)Nc1cccc(C2=NOC3(C2)C[C@@H](C(N)=O)N(C(=O)COc2ccc(Cl)cc2)C3)c1 (stereo not given in full),nt,nt,-1%,i,-4%,13%,nt,0%
O=C(NNc1nc(=O)c2cccnc2s1)c1ccccc1O,-24%,nt,14µM*,-2%,-8%,6%,7%,-10%
CCCc1cc2c(=O)c(-c3nc4ccccc4s3)c(COCC(=O)O)oc2cc1O,51%,nt,?,0%,-2%,30%[activator],?,-7%
Cc1ccc(C)c(C(C)NC(=O)CC#N)c1 (stereo not given),-1%,nt,22%,i,-7%,14%,-5%,-2%

# This is a subset (hit frequency here may not be typical).
